Screening results from PubChem.
MazF activator = increases E. coli MazEF RNase cleavage of RNA. P0AE70. FAM/BHQ RNA-DNA oligo cleavage fluorescence, 5 h. activation, % at 20 µM. actives 0.32% (n = 350,000). AID 504720; in the data active means activation above about 50%
Target sequence (P0AE70 whole entry, looked up): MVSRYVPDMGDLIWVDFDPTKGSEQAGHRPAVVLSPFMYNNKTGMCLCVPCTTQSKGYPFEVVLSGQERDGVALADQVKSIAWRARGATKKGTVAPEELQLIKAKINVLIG
Rv3671c protease = Rv3671c (M. tuberculosis) protease inhibition. P9WHR9. inhibition, % at 5.96 µM. actives 0.048% (n = 320,000); in the data active means inhibition above about 38%;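 further: extracellular domain of Rv3671c used as enzyme; 0% = enzyme with DMSO and 100% = no enzyme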
PrPC surface inh = cell surface PrPC inhibition, primary TR-FRET screen; TR-FRET read-out; inhibition, % at 13.8 µM; actives 0.43% (n = 370,000); AID 720596; in the data active means inhibition above about 24%; further: 0% = median of the test wells and 100% = reference compound wells
FBA Mtb inh = inhibitors of M. tuberculosis fructose-bisphosphate aldolase | inhibition, % at 1 µM | purified M. tuberculosis FBA, fluorescence read-out | P9WQA3 | actives 2.3% (n = 360,000); in the data active means inhibition above about 27%;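 further: 0% = vehicle and 100% = reference inhibitor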
Target sequence (P9WQA3 whole entry, looked up): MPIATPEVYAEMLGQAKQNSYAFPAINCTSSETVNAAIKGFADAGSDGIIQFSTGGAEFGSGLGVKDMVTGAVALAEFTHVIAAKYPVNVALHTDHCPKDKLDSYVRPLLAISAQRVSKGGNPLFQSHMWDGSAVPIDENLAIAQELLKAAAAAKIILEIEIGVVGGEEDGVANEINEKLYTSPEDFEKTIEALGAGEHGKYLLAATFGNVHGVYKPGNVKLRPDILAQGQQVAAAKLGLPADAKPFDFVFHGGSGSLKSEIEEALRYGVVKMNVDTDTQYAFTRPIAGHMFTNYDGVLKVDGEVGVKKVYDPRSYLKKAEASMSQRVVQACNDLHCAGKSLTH
GDH-TPI counter = GDH-TPI coupled enzyme inhibition counter-screen | GDH-TPI coupled enzyme counterscreen, NADH absorbance | inhibition, % at 4.8 µM | actives 1.2% (n = 360,000); in the data active means inhibition above about 30%;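 further: 0% = DMSO wells and 100% = wells lacking the enzyme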
BoNT F protease = BoNT F light chain protease inhibition | Multiplex microsphere protease cleavage assay, flow cytometry | inhibition, % at 10 µM | actives 0.22% (n = 360,000); in the data active means inhibition above about 35%, passing the limit was not always enough; inconclusive means no clear call, values can overlap the other calls; further: plate controls were buffer without enzyme for full effect and enzyme alone for no effect
UGM FP inh = Mtb UDP-galactopyranose mutase inhibition; P9WIQ1; purified UGM, fluorescence polarization probe displacement; inhibition, % at 10 µM; actives 0.06% (n = 320,000); in the data active means inhibition above about 10%, passing the limit was not always enough; inconclusive means no clear call, values can overlap the other calls
Target sequence (P9WIQ1 whole entry, looked up): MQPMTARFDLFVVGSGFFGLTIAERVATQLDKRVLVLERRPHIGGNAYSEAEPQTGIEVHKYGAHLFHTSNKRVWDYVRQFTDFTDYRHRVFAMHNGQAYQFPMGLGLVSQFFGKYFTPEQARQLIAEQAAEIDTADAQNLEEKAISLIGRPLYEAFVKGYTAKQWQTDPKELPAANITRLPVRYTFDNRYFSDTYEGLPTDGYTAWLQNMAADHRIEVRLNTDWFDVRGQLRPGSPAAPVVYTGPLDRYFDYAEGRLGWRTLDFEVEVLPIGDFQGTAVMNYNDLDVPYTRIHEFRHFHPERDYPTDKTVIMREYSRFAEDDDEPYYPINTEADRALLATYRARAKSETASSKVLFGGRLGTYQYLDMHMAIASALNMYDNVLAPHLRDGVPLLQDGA
Mtb BioA inh = inhibitors of Mycobacterium tuberculosis BioA enzyme; purified M. tuberculosis BioA enzyme, plate reader; actives 0.096% (n = 360,000); inhibition, % at 9.99 µM; in the data active means inhibition above about 40%; inconclusive means no clear call, values can overlap the other calls
FadD28 FP inh = blocks FadD28 binding to the bisubstrate probe; fluorescence polarization; actives 0.22% (n = 360,000); inhibition, % at 12.5 µM; AID 588549; in the data active means inhibition above about 8.5%, passing the limit was not always enough; inconclusive means no clear call, values can overlap the other calls
Starred values were filed as active, the others as inactive; ? = inconclusive; . = no result given; & = joins results of further samples.

SMILES	MazF activator	Rv3671c protease	PrPC surface inh	FBA Mtb inh	GDH-TPI counter	BoNT F protease	UGM FP inh	Mtb BioA inh	FadD28 FP inh
COC(=O)c1cnn2c(C(F)(F)F)cc(-c3ccccc3)nc12	-6	0	-9	18	22	4	-1.4	-5.2	-1.3
CCCc1cc(NCC2CCCO2)n2c(nc3ccccc32)c1C#N (stereo unspecified)	0	-11	2	192*	15	-3	1.6	-0.4	-3.5
O=c1c2ccccc2ncn1Cc1cccc2ccccc12	-10	3	-1	3	9	-5	-6.5	.	0.7
Cn1nccc1NC(=O)CC1(CC(=O)O)CCCCC1	5	-6	-2	0	4	.	2.7	0.6	-0.6
Cc1ccc2nc(N3C(=O)C(O)=C(C(=O)c4ccco4)C3c3cccs3)sc2c1 (stereo unspecified)	110*	-22	3	4	20	0	2.5	.	-15
c1ccc(N2CC3CCc4ccccc4C3=N2)cc1 (stereo unspecified)	-5	16	7	58*	5	-12	-2.4	-1.4	-2.4
CN1CCN(NC(=O)Nc2cc(Cl)cc(Cl)c2)CC1	10	.	-2	-2	10	-2	2.4	-0.6	-2.5
O=C(Cn1cc(Cl)ccc1=O)c1ccc(Cl)cc1	6	-3	-5	0	8	-1	-2.2	.	-1.4
CCOC(=O)C1=C(CC)OC(N)=C(C#N)C1c1cc(OC)ccc1OC (stereo unspecified)	4	0	0	-1	-2	-8	-0.4	0.1	-4.0
CCOC(=O)CC(NS(=O)(=O)Cc1ccccc1)c1ccc(C)cc1 (stereo unspecified)	-3	-1	4	4	3	0	2.4	3.2	0.6
CC(C)(CN1CCCN(CC(C)(C)C(=O)O)C1=O)C(=O)O	6	.	-10	1	-8	-4	.	0.5	-4.5
COc1ccc(-c2cc(C(F)F)n3ncc(C(=O)n4ccnc4C)c3n2)cc1	-9	-7	-46	20	12	-3	0.9	.	-1.9
Cc1ccc([N+](=O)[O-])cc1NC(=O)Nc1onc(C)c1C	3	-5	-1	1	5	?	-4.1	-0.2	-2.6
CC(=O)Nc1ccc(NC(=O)CSc2nc3ccccc3o2)cc1	18	1	3	0	1	29	-0.3	-3.5	0.9
CCC(C)NC(=O)CN(c1ccc(Cl)c(Cl)c1)S(C)(=O)=O (stereo unspecified)	-8	-4	-1	-1	-1	-1	-1.7	-1.2	-4.3
Cc1ccc(S(=O)(=O)c2nc(-c3ccccc3Cl)oc2N2CCN(C)CC2)cc1	7	2	0	5	11	-5	0.4	-0.4	-2.5
CCOC(=O)C(=O)Nc1cc(Cl)ccc1C	-4	4	3	0	-6	3	-6.2	-0.5	-2.5
CC1Cc2ccccc2N1C(=O)Cn1cc(C(F)(F)F)ccc1=O (stereo unspecified)	3	.	10	3	13	-4	.	-3.6	-0.5
CC(=C/c1ccccc1)/C=N/NC(=O)c1ccccn1	-8	1	-5	0	25	.	-0.5	7.1	-0.4
CC(C)CNC(=O)CC(=O)NN=C1CCCC1	1	-10	-4	0	3	-2	-1.0	6.7	-2.8
COc1ccc(S(=O)(=O)N(CCCN2CCCC2=O)Cc2cc3c(C)ccc(C)c3[nH]c2=O)cc1	7	-14	-11	17	6	-3	-2.0	.	-2.2
CCOC(=O)C1(CCOC)CCN(Cc2ccccc2-c2ccco2)CC1	0	-7	-5	0	-5	-12	-3.4	.	0.6
Cc1ccc(C(=O)ONC(=O)c2ccc(Cl)cc2)cc1[N+](=O)[O-]	-9	-1	8	3	8	-3	2.3	.	-1.1
Cc1ccc(OCC(=O)N2CCCC(CCC(=O)N(C)CCc3ccccn3)C2)cc1 (stereo unspecified)	-3	-2	5	-2	-2	-1	-1.3	-0.5	-4.3
Cc1ccc(S(=O)(=O)NCCCC(=O)O)cc1	7	-5	0	-1	4	2	-0.1	.	-2.1

(next part)
SMILES	MazF activator	Rv3671c protease	PrPC surface inh	FBA Mtb inh	GDH-TPI counter	BoNT F protease	UGM FP inh	Mtb BioA inh	FadD28 FP inh
COC(=O)C1(CCSC)NC(c2ccco2)C2C(=O)N(C)C(=O)C21 (stereo unspecified)	-2	4	-2	-3	10	-28	2.4	-0.5	-1.2
O=C(O)CN1CCN(Cc2ccc(F)cc2Cl)C1=O	5	3	2	0	9	-5	-0.3	-0.2	-2.8
CCn1cnc2cc(NC(=O)COc3ccc(C)cc3)ccc21	-27	.	-5	-3	9	0	.	-1.4	-4.5
CCOC(=O)C(=O)N(C)c1c(CC)nc2c(OCc3ccccc3)cccn12	.	.	-10	-2	3	1	.	4.7	-2.7
CC(=O)Nc1c(NC(C)(C)C)c2ccccc2oc1=O	13	-5	1	1	1	-2	-0.2	.	-2.4
COc1ccc(Cc2nc3ccc(C(=O)N4CCC[C@H]4CO)cc3o2)cc1	4	-2	-5	1	-4	-10	1.6	-1.0	-1.4
CC1CCC(C(C)C)C(=O)/C1=C/c1ccc(N)cc1 (stereo unspecified)	4	12	-3	0	36*	-1	-0.6	-1.5	-0.6
O=C(Cn1cnc2ccccc21)Nc1ccc(F)c(F)c1	1	13	4	1	3	-2	0.5	2.0	-2.4
Cc1cccc(N/C(N)=N/c2nc(C)cc(=O)[nH]2)c1	3	8	-4	2	1	-21	-2.2	.	-3.2
CSc1ccc(Cl)c(C(=O)N2CCN(c3ncccn3)CC2)c1	4	-2	-2	2	5	-2	1.0	0.7	-1.3
COCCSc1ccccc1C(=O)Nc1nncs1	-4	-2	2	3	0	1	0.4	0.0	-0.2
O=C(O)CC1S/C(=N\N=C/c2ccccc2O)N(c2ccc(O)cc2)C1=O (stereo unspecified)	1	9	4	0	14	-2	1.4	.	-1.4
CC(=O)Nc1cncc(-c2cccc(S(C)(=O)=O)c2)n1	.	.	-2	3	17	0	.	4.0	-2.7
CCOc1ccccc1NC(=S)N1CCCc2ccccc21	1	6	9	3	4	-12	-2.4	2.9	0.8
Cc1cc(C)cc(OC(=O)CCN2C(=O)c3ccccc3C2=O)c1	-7	-3	-2	-1	7	-4	0.9	0.7	-2.7
Cc1ccc(/C=N/n2c(C)cc(C)c(C#N)c2=O)cc1	-8	-6	-3	1	16	3	-4.9	-0.6	-1.2
CCCOc1ccc(CSc2ncn[nH]2)cc1	-8	-2	10	1	-2	-1	0.2	-1.0	-7.4
CCOC(=O)c1[nH]c2ccccc2c1N=CN(C)C	0	4	-1	6	-3	-3	-1.2	.	-4.4
CC1(C(=O)O)CCCN(C(=O)c2ccc3c(c2)C(C)(C)CCC3(C)C)C1 (stereo unspecified)	.	.	-1	0	-7	4	.	-0.9	-3.7
N#C/C(=C\c1cn(Cc2ccccc2)c2ccccc12)C(=O)NCc1ccco1	21	-39	2	4	10	0	1.2	.	1.1
CCCC(=O)Nc1nn(CCC)c2nc3ccccc3cc12	0	-11	-11	2	-2	-4	0.5	-0.5	-2.2
Cc1ccc(S(=O)(=O)NCC(=O)OCC(=O)Nc2cccc(S(=O)(=O)N3CCOCC3)c2)cc1	-2	2	-1	4	-2	1	-0.4	-2.1	-0.2
COCC(=O)N(C)C[C@H]1Oc2cc(Br)ccc2S(=O)(=O)N([C@H](C)CO)C[C@H]1C	1	.	4	7	15	1	.	-0.6&-3.0	-1.6
COc1ccccc1NS(=O)(=O)c1cc(NC(=O)c2ccc(Cl)nc2)ccc1Cl	27	-200	16	-2	11	3	.	.	-6.1
Cc1cc(C)n(CCC(=O)N/N=C/c2ccc(Cl)c([N+](=O)[O-])c2)n1	5	-1	-35	2	-1	.	3.6	-9.9	-1.8

Reprinted from the part before: two compounds, then new ones.
SMILES	MazF activator	Rv3671c protease	PrPC surface inh	FBA Mtb inh	GDH-TPI counter	BoNT F protease	UGM FP inh	Mtb BioA inh	FadD28 FP inh
COc1ccccc1NS(=O)(=O)c1cc(NC(=O)c2ccc(Cl)nc2)ccc1Cl	27	-200	16	-2	11	3	.	.	-6.1
Cc1cc(C)n(CCC(=O)N/N=C/c2ccc(Cl)c([N+](=O)[O-])c2)n1	5	-1	-35	2	-1	.	3.6	-9.9	-1.8
Cc1ccc(C)c(NS(=O)(=O)c2ccc(-c3ccc(=O)[nH]n3)o2)c1	3	-3	-2	0	7	9	-1.1	-1.9	-3.7
C=CCNC(=O)c1c(Cl)cccc1Cl	1	-1	5	0	-6	1	0.5	-0.4	-2.6
COc1ccc(OC(=O)N(C)C[C@@H]2OCc3cnnn3CCCC(=O)N([C@H](C)CO)C[C@@H]2C)cc1	8	.	-6	0	8	-5	.	-2.8&1.5&-0.3	-0.2
CCN(CC)c1ccc(C(=O)OCC(=O)N2CCN(c3ccccc3)CC2)cc1	11	-6	1	1	7	-4	1.4	-0.8	-1.5
COc1cc(S(=O)(=O)N2CCN(C)CC2)c(OC)cc1Cl	4	1	-2	-8	4	-22	1.7	-2.2	-2.1
O=C(CCC(=O)c1ccc(Cl)cc1)OCn1nnc2ccccc2c1=O	1	-2	6	-3	-5	-6	-5.7	-1.0	-3.7
Clc1cc(I)cc(Cl)c1NC1=NCCN1	10	6	-2	2	-2	-6	0.5	0.2	-4.0
O=c1[nH]c(CSc2nc(-c3ccccc3)cs2)nc2ccccc12	-10	-12	-1	4	13	8	1.2	.	0.7
O=C(OCC(=O)N(Cc1ccccc1)Cc1ccccc1)c1ccccc1NCCO	3	-8	-2	95*	9	?	-0.6	.	-3.5
CNC(=O)[C@@H]1CCC(=O)N1	5	-15	-5	8	10	-12	-1.6	-0.8	-1.8
CNC(=O)CSc1nnc(-c2ccc(S(=O)(=O)N3CCCC3)cc2)n1-c1cccc(C)c1C	8	0	-3	6	-1	-1	1.6	6.5	-2.3
CCOc1ccc(OCc2ccc(C(=O)N3CCCC(C)C3)cc2)cc1 (stereo unspecified)	5	-4	4	1	3	-1	-0.5	.	-1.2
Cc1ccccc1-n1cnnc1SCC(=O)N1CCN(c2ccccc2)CC1	14	-1	5	3	1	-3	-1.0	4.8	2.9
C/C(=N\NC(=O)COc1ccc(C#N)cc1)c1ccccc1OC(F)F	2	7	1	1	6	-4	0.2	.	0.0
NC(=O)COc1ccccc1C1=NO[C@@](CC(=O)O)(C(=O)Nc2ccc3c(c2)OCCO3)C1	-12	-11	-4	1	-3	22	-1.6	0.5	.
CCN(CC)S(=O)(=O)c1ccc(C(=O)NCCCN=C2NS(=O)(=O)c3ccccc32)cc1	0	-2	-4	3	3	-17	1.3	-1.6	-1.2
COc1ccc(CNC(=O)CSc2nc(-c3ccccc3)cc(-c3cccs3)c2C#N)cc1	-8	-5	-6	3	4	-34	-0.7	-2.3	-2.8
CCN(CC)CCCNC(=O)CSc1nc2c(c(C(F)(F)F)n1)CCc1ccccc1-2	1	3	-7	3	11	2	0.2	.	-1.6
CCOC(=O)c1c(-c2ccc(C)o2)csc1NC(=O)CSc1nncs1	1	-11	1	3	16	11	-0.9	3.4	-2.6
CCOc1cc(NC2CS(=O)(=O)CC2O)c(OCC)cc1NC(=O)c1ccccc1 (stereo unspecified)	-14	1	-3	5	8	4	1.0	-0.3	2.0
CC1=C(C(=O)NCc2ccccc2)C(c2cccnc2)n2ncnc2N1 (stereo unspecified)	5	4	0	-2	0	0	-0.4	-2.4	-1.1
CCCCN1C(=O)/C(=C/C=C2/C=Cc3ccccc3N2CC)SC1=S	19	1	-6	2	-5	-12	-1.4	.	-0.3
COC(=O)CCCC1=CC2=CC(=O)C(C)(OC(=O)c3cccs3)C(=O)C2=CN1Cc1ccc2c(c1)OCO2 (stereo unspecified)	-3	-4	-7	-2	6	-7	3.1	-1.6	-2.7

4 of the compounds above, with each value named:
smiles: CNC(=O)[C@@H]1CCC(=O)N1
- MazF activator: 5
- Rv3671c protease: -15
- PrPC surface inh: -5
- FBA Mtb inh: 8
- GDH-TPI counter: 10
- BoNT F protease: -12
- UGM FP inh: -1.6
- Mtb BioA inh: -0.8
- FadD28 FP inh: -1.8
smiles: CNC(=O)CSc1nnc(-c2ccc(S(=O)(=O)N3CCCC3)cc2)n1-c1cccc(C)c1C
- MazF activator: 8
- Rv3671c protease: 0
- PrPC surface inh: -3
- FBA Mtb inh: 6
- GDH-TPI counter: -1
- BoNT F protease: -1
- UGM FP inh: 1.6
- Mtb BioA inh: 6.5
- FadD28 FP inh: -2.3
smiles: CCOc1ccc(OCc2ccc(C(=O)N3CCCC(C)C3)cc2)cc1 (stereo unspecified)
- MazF activator: 5
- Rv3671c protease: -4
- PrPC surface inh: 4
- FBA Mtb inh: 1
- GDH-TPI counter: 3
- BoNT F protease: -1
- UGM FP inh: -0.5
- Mtb BioA inh: .
- FadD28 FP inh: -1.2
smiles: Cc1ccccc1-n1cnnc1SCC(=O)N1CCN(c2ccccc2)CC1
- MazF activator: 14
- Rv3671c protease: -1
- PrPC surface inh: 5
- FBA Mtb inh: 3
- GDH-TPI counter: 1
- BoNT F protease: -3
- UGM FP inh: -1.0
- Mtb BioA inh: 4.8
- FadD28 FP inh: 2.9

Random draw from the library; 4.8% or so of the library scored in one or more.
